IL1B cytotox: cytotoxicity in IL-1B stimulated HUVEC, primary screen, cytotoxicity control for IL-1B NFkB translocation project, imaging, Hoechst nuclear count, IL-1B stimulus | HUVEC cell count loss | cell count reduction, % at 2 µM | 94,000 compounds, 0.41% hits | AID 845, 2007;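 active = cell count reduction more than 3 SD above the screen-wide mean, cut at about 70% in these data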;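 note: normalized per plate to untreated control cells as the no-loss baseline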
E coli WT exp: growth inhibitors of wild-type E. coli, primary screen, strain BW25113, expanded library, OD600; OD600 absorbance; growth inhibition, % at 100 µM; 98,000 compounds, 0.15% hits; AID 710, 2007;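 active = growth inhibition above about 50% at one test dose, limit read from the data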;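 note: growth measured after 20 h incubation at 37 °C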
Plk1 PBD FP: Plk1 polo box domain binding inhibitors, primary screen, biochemical, fluorescence polarization; Plk1 PBD phosphopeptide binding; inhibition, %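 (tested at about 20 µM)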; 97,000 compounds, 0.13% hits; AID 693, 2007; in the data active = inhibition above about 34%, passing the limit was not always enough
sEH inhibitor: soluble epoxide hydrolase inhibitors, primary screen, biochemical, human sEH | recombinant human sEH enzymatic activity assay | inhibition, % at 2 µM | 91,000 compounds, 0.34% hits | AID 707, 2007; in the data active = inhibition above about 80%; note: values of inactives mirror those of a sister screen read the other way; many of its hits are not listed in these tables
PLK1 inh: human PLK1 kinase inhibitors, primary screen, biochemical, TR-FRET | Serine/threonine-protein kinase PLK1 (Homo sapiens), P53350 | recombinant PLK1 kinase, TR-FRET peptide phosphorylation | inhibition, % at 10 µM | 97,000 compounds, 0.53% hits;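 active = inhibition of 50% or more in the single-concentration screen; inactive = inhibition below 50%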;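 note: 0% = DMSO max control and 100% = H-89 dihydrochloride min control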
VCAM1 TNFa inh: inhibitors of TNFa-induced VCAM1 expression, primary screen, imaging, HUVEC, TNFa stimulus, immunofluorescence; AID 802, 2007; inhibition, % at 2 µM; HUVEC TNFa-induced VCAM-1 immunofluorescence, high-content imaging; 95,000 compounds, 0.48% hits;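 active = inhibition above the batch mean plus 3 SD, with images confirmed as a hit by eye, cut at about 37% in these data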;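 note: 0% = TNF-stimulated DMSO wells and 100% = unstimulated control wells; not every result past the cut was called active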
cytoskel mod: modifiers of F-actin cytoskeleton organization, primary screen, imaging, HUVEC, phalloidin staining, high-content imaging | HUVEC TNFa F-actin phalloidin imaging | inhibition, % at 2 µM | 91,000 compounds, 0.18% hits | AID 836, 2007;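 active = inhibition above the batch mean plus 3 SD and confirmed as a hit by visual image inspection, cut at about 30% in these data, passing the limit was not always enough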; note: strong numbers were not always called active
TNFa cytotox: cytotoxicity in TNFa-stimulated HUVEC, primary screen, cytotoxicity control for VCAM1 expression modulator project, imaging, Hoechst nuclei count. HUVEC TNFalpha-stimulated, Hoechst cell count. cell count reduction, % at 2 µM. 93,000 compounds, 0.17% hits;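 active = cell count reduction exceeding the screen mean by over 5 SD, scaled to untreated wells per plate, cut at about 78% in these data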;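 note: cells counted after 24 h of TNF alpha exposure following the 1 h pretreatment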
DAT uptake mod: changed hDAT dopamine uptake under cocaine IC80, either direction, primary screen, cocaine antagonist project, cell-based, LLC-PK1 hDAT, [14C]-dopamine uptake, MLSMR | Sodium-dependent dopamine transporter (Homo sapiens), Q01959 | LLC-PK1 hDAT cells, [14C]-dopamine uptake with cocaine IC80; actives deviate in either direction | B-score at 10 µM | 110,000 compounds, 1.3% hits | AID 449768, 2010;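 active = Z score or B-score, a plate-position-corrected score, falls beyond the plate's 99.7% confidence bounds, in either direction; inactive = both scores lie inside the 99.7% bounds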;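 note: scored against the spread of the other compound wells on the same plate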
Target sequence (Q01959 whole entry, looked up): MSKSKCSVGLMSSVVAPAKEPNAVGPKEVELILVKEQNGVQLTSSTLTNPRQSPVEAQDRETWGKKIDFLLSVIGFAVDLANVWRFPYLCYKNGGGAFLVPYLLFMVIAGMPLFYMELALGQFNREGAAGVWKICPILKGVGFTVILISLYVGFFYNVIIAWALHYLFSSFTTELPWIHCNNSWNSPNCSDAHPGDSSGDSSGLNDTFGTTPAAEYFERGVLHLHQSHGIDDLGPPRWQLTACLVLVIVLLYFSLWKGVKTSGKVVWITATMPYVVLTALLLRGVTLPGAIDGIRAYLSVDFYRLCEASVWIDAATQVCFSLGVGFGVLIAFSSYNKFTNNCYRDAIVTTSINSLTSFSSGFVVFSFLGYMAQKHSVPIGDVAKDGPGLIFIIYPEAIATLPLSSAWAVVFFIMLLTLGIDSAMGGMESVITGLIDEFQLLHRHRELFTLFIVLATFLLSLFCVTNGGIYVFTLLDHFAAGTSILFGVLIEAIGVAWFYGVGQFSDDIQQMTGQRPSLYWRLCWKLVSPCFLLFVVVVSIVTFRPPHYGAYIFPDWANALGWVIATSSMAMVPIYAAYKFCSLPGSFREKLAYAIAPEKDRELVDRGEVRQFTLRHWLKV
Active calls of the source: *; · = no result given. Hits appear at their usual frequency; any-hit rate near 3.4%.

SMILES	IL1B cytotox	E coli WT exp	Plk1 PBD FP	sEH inhibitor	PLK1 inh	VCAM1 TNFa inh	cytoskel mod	TNFa cytotox	DAT uptake mod
O=C(NC1CCCCC1)C(c1ccc(F)cc1)N(C(=O)c1cccs1)c1ccc2c(c1)OCO2 (stereo unspecified)	-6	-3	-10	7	-5	7	10	-3	-0.32
CCOC(=O)Cc1nnc2c(Nc3ccc(C)cc3)nc3nonc3n12	-12	8	-43	0	-2	2	-1	-6	-0.28
CCOC(=O)c1sc2nc3c(cc2c1N)COC(C(C)C)C3 (stereo unspecified)	0	-1	-19	5	-6	4	-12	-16	0.0036
O=C(CCn1cccc1)NCCc1ccc(Cl)cc1	-17	19	-14	14	-16	-1	-6	-15	-1.5
O=C(Nc1ccccc1C(=O)O)c1ccc(Br)o1	·	-8	-7	6	-5	-5	-8	-6	-0.011
CCOC(=O)N1CCN(c2cc(=O)n(-c3cccc(Br)c3)c(=O)[nH]2)CC1	-23	3	-17	-4	-15	10	-5	-13	-0.56
CCN(CC(=O)Nc1ccccc1Br)Cc1nc2ccccc2c(=O)[nH]1	-2	6	-18	4	1	27	23	3	-0.34
CCOCC(=O)Nc1cccc(C(=O)OCC)c1	-18	-6	0	9	-6	13	0	-18	0.041
COc1nc(C)ccc1-c1noc(-c2ccco2)n1	-1	0	-3	-4	-5	-10	-2	0	-0.99
Cc1cc(F)ccc1S(=O)(=O)Nc1ccccc1C(=O)Nc1ccccc1N1CCOCC1	-13	-18	26	60	5	1	7	-15	-0.43
CC(Sc1n[nH]c(N)n1)c1nc2scc(-c3cccs3)c2c(=O)[nH]1 (stereo unspecified)	·	-3	-15	-2	-8	4	2	8	0.39
O=C1CCc2cc(S(=O)(=O)N3CCN(c4cccc(Cl)c4)CC3)ccc2N1	9	-2	7	3	-2	-1	-23	-5	-0.66
CCn1c(Cn2nnc(-c3ccccc3)n2)nnc1SCC(=O)Nc1cccc(C)c1C	12	1	-21	-2	-4	2	6	-12	-0.087
Cc1c(Cl)c([N+](=O)[O-])nn1Cc1ccc(C(=O)N/N=C\c2cccc(Br)c2)o1	-4	-8	-12	96*	-8	-5	25	3	-1.1
CC1(CCc2ccc(O)cc2)NC(=O)NC1=O (stereo unspecified)	-90	8	4	-21	-10	11	-5	-16	0.043
O=C(NCC1CCCO1)c1onc(CSc2ccc(Cl)cc2)c1C(=O)O (stereo unspecified)	4	-5	-8	-2	-16	-5	-10	-6	-0.54
CCCS(=O)(=O)N1CCC(C(=O)NCc2ccccc2Cl)CC1	-1	-1	6	·	-2	4	-2	-16	-0.72
CCCCCCC/C(C)=N/NC(=O)CC(=O)NCCc1ccccc1	-12	-3	-2	10	-11	18	-20	-8	-0.2
C=CCc1c(C)nc(SCC(=C)C)[nH]c1=O	16	7	-7	-7	-4	-6	-11	-19	0.91
Cc1ccc(S(=O)(=O)c2c(COC(=O)c3cccc(Cl)c3)c(-c3ccccc3)nn2C)cc1	-8	-5	15	1	4	14	0	-20	0.07
O=C(NC(=O)c1ccccc1)OCC1CCCN2CCCCC12 (stereo unspecified)	-17	9	-12	·	-3	21	-17	-3	-0.32
O=C(Nc1nc(=S)ss1)c1c(F)cccc1F	8	-2	-7	5	-11	2	-4	-7	0.62
CC1(C)CC(=O)/C(=C(\O)c2ccccc2)C(=NCCO)C1	-70	3	11	12	1	3	19	-8	-1.1
CC(Cc1ccccc1)N/C=C1\CC(=O)NC1=O (stereo unspecified)	-6	2	2	2	-10	-5	-13	-1	-0.056
O=C(CN1CCOCC1)Nc1scc(-c2ccccc2)c1C(=O)N1CCOCC1	-10	10	-4	-5	-10	8	19	9	-0.69

Filtered by structure: those above containing two or more sulfur atoms
SMILES	IL1B cytotox	E coli WT exp	Plk1 PBD FP	sEH inhibitor	PLK1 inh	VCAM1 TNFa inh	cytoskel mod	TNFa cytotox	DAT uptake mod
CC(Sc1n[nH]c(N)n1)c1nc2scc(-c3cccs3)c2c(=O)[nH]1 (stereo unspecified)	·	-3	-15	-2	-8	4	2	8	0.39
O=C(Nc1nc(=S)ss1)c1c(F)cccc1F	8	-2	-7	5	-11	2	-4	-7	0.62

Some values from the entries so far:
Cc1c(Cl)c([N+](=O)[O-])nn1Cc1ccc(C(=O)N/N=C\c2cccc(Br)c2)o1 | cytoskel mod = 25
CCn1c(Cn2nnc(-c3ccccc3)n2)nnc1SCC(=O)Nc1cccc(C)c1C | DAT uptake mod = -0.087

More compounds.
SMILES	IL1B cytotox	E coli WT exp	Plk1 PBD FP	sEH inhibitor	PLK1 inh	VCAM1 TNFa inh	cytoskel mod	TNFa cytotox	DAT uptake mod
COc1ccc(-c2nc3c([nH]2)c(=O)n(C)c(=O)n3C)c(OC)c1	17	-9	-21	-3	-15	22	-21	36	-0.65
Cc1ccc2nc(-c3ccccc3)cn2c1	3	12	-7	-7	-4	1	9	-19	1.2
CCN1CCCC1CNC(=O)c1ccc2c(=O)n(CCOC)c(=O)[nH]c2c1 (stereo unspecified)	-26	7	-8	·	-9	9	4	-20	-2.1
Cc1cc(C)n(C(=O)CCC2COc3ccccc3O2)n1 (stereo unspecified)	-18	8	14	11	-8	9	20	-22	0.21
Cc1ccc(-c2nn3c(=O)c(C)nnc3s2)cc1	·	-8	1	-3	-7	4	8	-1	-0.24
O=c1oc2cc(Oc3ccc(C(F)(F)F)cc3[N+](=O)[O-])ccc2c2c1CCCC2	36	-6	18	-5	-5	·	·	·	0.5
O=C1CC(c2cccs2)Cc2nc(NCC3CCCO3)ncc21 (stereo unspecified)	-9	-1	0	-9	-10	-13	-15	-4	1.2
COCCNC(=O)COc1cc(=O)n(C)c2ccccc12	1	-4	22	-6	0	-8	-10	-1	0.0068
O=C(c1cnc2n(c1=O)CCS2)N1CCN(c2ccccc2F)CC1	-9	1	-14	15	-10	-7	-1	-11	-0.011
COc1ccc(/C=C/C(=O)Oc2cccc(/C=N/NC(=O)COc3c(C)cccc3C)c2)cc1	14	-11	0	3	-10	14	0	-15	-0.34
Cc1nnc(SCc2cc(=O)[nH]c(N3CCN(Cc4ccccc4)CC3)n2)s1	-35	2	33	7	-7	-7	-18	-16	1.2
Cc1ccc(C(CC(=O)O)Nc2nc(N3CCCCC3)nc(N3CCCCC3)n2)cc1 (stereo unspecified)	7	16	-15	·	-3	12	7	-30	-0.14
Cc1cccc(N2CCN(C(=O)COc3cc(=O)n(C)c4ccccc34)CC2)c1C	-6	5	-16	-6	-3	21	-11	0	0.44
O=[N+]([O-])c1ccc(/C=N/Nc2cc(Cl)nc(-c3ccccc3)n2)cc1	-11	-9	5	11	-3	13	-9	3	·
C=CCn1c(N)c(C(=O)Nc2ccc(C)cc2)sc1=S	-18	-8	-4	28	1	-6	-7	12	-0.34
CCNc1nc(NC(C)C)nc(Oc2ccc(OCCOc3ccccc3)nn2)n1	-2	6	-9	13	-9	10	18	2	-0.74
COCCOCCn1cnc2ccccc21	11	12	21	3	-11	10	-9	6	-0.71
COc1ccc2c(c1)c(=O)cc(-c1ccccc1)n2C	-2	·	22	3	-6	19	18	8	0.31
CCCn1c(SCC(=O)Nc2nonc2C)nnc1-c1ccoc1C	-6	1	-4	5	-5	-1	-7	-24	-0.11
O=c1[nH]c(N2CCCCC2)nc2c1CCCC2	4	9	0	-15	-12	·	·	·	0.39
Cc1nc2sc(C(c3ccco3)N3CCC4(CC3)OCCO4)c(O)n2n1 (stereo unspecified)	12	·	-18	-19	-8	15	16	-30	-0.75
CC1CCN(c2nc3ccc(C(=O)N4CCN(Cc5ccccc5)CC4)cc3s2)CC1	-6	-2	-25	·	-14	4	15	-49	1.6
O=C(Nc1ccc2c(c1)OCCO2)c1cccc2nc3ccccc3nc12	20	4	8	-7	-6	4	-48	-17	-0.22
CCc1ccc(Nc2nc(N)nc(CSc3nnnn3-c3ccccc3)n2)cc1	1	-9	-19	8	-11	0	-4	-10	-0.73
O=C1c2ccccc2-c2c1nc1c([n+]2[O-])CCCC1	5	1	7	-1	-11	-11	-30	-15	-0.96

Next section.
SMILES	IL1B cytotox	E coli WT exp	Plk1 PBD FP	sEH inhibitor	PLK1 inh	VCAM1 TNFa inh	cytoskel mod	TNFa cytotox	DAT uptake mod
Cc1cccc(CS(=O)(=O)Cc2ccc(C(=O)NCCCN3CCOCC3)o2)c1	-28	0	-31	·	-1	-1	-3	-6	·
CCN1CCN(Cc2cc(=O)oc3cc(C)cc(C)c23)CC1	-33	1	9	1	-3	·	-21	·	0.29
COc1ccc(Cl)cc1S(=O)(=O)N1CCCC1	2	4	12	-4	3	16	8	-7	0.22
Cc1noc(C(=O)N2CC3(C)CC2CC(C)(C)C3)c1Cl (stereo unspecified)	·	5	12	·	70*	·	·	·	0.71
O=C(C1CCCN(S(=O)(=O)Cc2ccccc2)C1)N1CCc2ccccc21 (stereo unspecified)	8	-7	0	-22	5	17	-2	-10	0.26
COc1cccc2cc(C(=O)N(C)C3CCN(C)CC3)c(=O)oc12	26	-1	2	-2	-7	0	-25	-2	-0.24
CCC(=O)NCc1c(Cl)cccc1-n1cccc1	17	2	-15	2	-10	-2	3	-5	0.011
Clc1ccc(N2CCCCCC2)nn1	-36	0	21	-4	-16	-10	-22	10	-0.3
OCCNc1nc2ccccc2n1-c1ccccc1	8	6	20	1	-16	11	-7	-9	0.0071
Cc1cc(NC(=O)CCC(=O)N(C2CC2)C2(C(=O)NC3CCCC3)CCC(C)CC2)no1 (stereo unspecified)	8	2	5	-10	-3	-24	1	9	-0.59
COc1ccc2oc(-c3ccc(C)c(NC(=O)c4ccc(N5CCOCC5)c([N+](=O)[O-])c4)c3)nc2c1	8	-9	7	-16	-6	18	-12	·	-0.41
Cc1ccc(C)c(N2CCN(C(=O)C3CCCN(S(=O)(=O)c4c(C)[nH]c(=O)[nH]c4=O)C3)CC2)c1 (stereo unspecified)	4	0	22	-11	-9	-31	19	-37	0.65
COc1cccc(CN2CC(O)=C(c3nc(-c4ccc(Cl)cc4)cs3)C2=N)c1	13	-8	-10	5	-3	6	2	-19	·
COc1ccc(/C=C/C(=O)c2ccc(Cl)cc2)c(OC)c1	-6	-10	-19	6	2	-11	4	6	-0.072
NC(=O)c1c(NC(=O)CN2C(=O)CCC2=O)sc2c1CCCCC2	-13	-4	-22	-10	-12	12	0	-25	-1
Cc1nn(Cc2ccccc2)c(N)c1C#N	-23	4	-20	-8	-11	-1	5	15	-1.3
COc1ccc(OC)c(C2N(c3ccccn3)C(=O)C3CCCN32)c1 (stereo unspecified)	5	3	-9	·	-8	4	-2	-4	-0.057
COc1cccc(Nc2ncnc3c2cnn3C)c1	32	3	-19	1	-1	8	-23	-25	0.032
O=C(O)CCCn1nc(C(F)(F)F)c2c1CCCCC2	-3	-1	5	4	1	5	-5	-16	-0.54
CCn1c(SCC(=O)c2ccc(OC)cc2)nnc1C1CC1	2	1	-2	5	1	11	0	24	0.28
COc1ccc(S(=O)(=O)NCC(=O)N(CC(=O)NCC2CCCO2)c2cc(C)ccc2C)cc1 (stereo unspecified)	-31	-1	-21	9	-1	2	-4	-30	-1.3
CN=Cc1cc(-c2ccccc2)sc1O	37	5	-3	4	-2	0	5	-1	-0.39
O=C(c1ccccc1)N1CC(COc2ccccc2)OC(c2ccco2)O1 (stereo unspecified)	-28	0	8	·	-3	12	-5	-24	-0.32
O=c1c2ccccc2nc2n1CCCS2	-14	-2	10	·	5	15	13	35	0.48
CC/C(O)=C(/C#N)c1nnc2n1CCCCC2	-40	-8	9	8	-2	10	-8	28	0.15
CCOC(=O)N1CCN(Cc2nc(N)nc(Nc3ccc(Oc4ccccc4)cc3)n2)CC1	-27	-12	4	-13	-4	-5	17	-16	0.27

Source: PubChem
